High-throughput results: PubChem BioAssay, National Center for Advancing Translational Sciences (NCATS)
A549 tox – Nrf2 qHTS screen for inhibitors: counterscreen for cytotoxicity. Potency, µM (top dose mostly 46 µM), for inactives: top-dose activity change, negative = cytotoxicity, actives largely listed as inhibitors. 390,000 compounds, 0.16% hits. A549 ARE-Fluc cells, CellTiter-Fluor viability, 18-24 h; further: potency means the concentration at half of the fitted maximal effect; on the % scale 0 is the no-effect control and ±100 the full control effect
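Cytotoxicity counterscreen: CellTiter-Fluor fluorescence was measured in A549 ARE_Fluc cells after 18-24 h of compound exposure in a concentration series. The subsequent BugLite luminescent read reports ARE-luciferase activity.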
ATXN2 expr inh – Primary qHTS for Inhibitors of ATXN expression | AID 1745845, 2022 | Potency, µM (titrated, usually from 57 µM), inactives show top-dose activity change, negative = inhibition, usual class: inhibitors | HEK-293 ATXN2-luciferase reporter, luminescence, 24 h | 360,000 compounds, 0.72% hits; further: potency means the concentration at half of the fitted maximal effect; on the % scale 0 is the no-effect control and ±100 the full control effect; nearly all actives have a fitted effect of over 55% in size
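ATXN2-luciferase reporter cells (luciferase flanked by upstream and downstream ATXN2 gene portions) were treated 24 h at 37 °C with compounds at up to 57 uM. SteadyGlo luminescence gave expression; GF-AFC fluorescence gave viability.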
Nrf2 inh – Nrf2 qHTS screen for inhibitors; A549 ARE-Fluc reporter, luciferase luminescence, 18-24 h; Potency, µM (titrated, usually from 46 µM), for inactives: at the top dose activity change, negative = inhibition, actives largely listed as inhibitors; 360,000 compounds, 2.1% hits; AID 504444, 2011; further: potency means the concentration at half of the fitted maximal effect; on the % scale 0 is the no-effect control and ±100 the full control effect; nearly all actives have a fitted effect of over 60% in size
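Quantitative HTS in A549 cells stably bearing an antioxidant response element-firefly luciferase construct. Inhibition of Nrf2-driven transcription was scored by luminescence after 18-24 h of compound exposure at 37 °C.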
IL2 activator – qHTS of IL-2 Activators | IL-2 activation reporter assay, cell-based qHTS; stimulated with anti-CD3/CD4/CD28 beads; in transgenic mouse T cells | activation, % (series mostly up to about 46 µM) | 360,000 compounds, 0.065% hits; in the data active means activation above about 50%; inconclusive means mostly about 30% to 49%; further: 0% is about no effect
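Unstimulated transgenic mouse T cells, 750 per well, received compound and, after 60 minutes, anti-CD3/anti-CD4 bead plus anti-CD28 stimulation. EGFP and DsRed were quantified after 18 hours.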
Nrf2 ARE act – qHTS of Nrf2 Activators; 410,000 compounds, 0.31% hits; AREc32 ARE-luciferase reporter (MCF7-derived line), luminescence, 24 h; Potency, µM (top dose mostly 46.1 µM), inactives show at the top dose activation, hits mostly activators; further: potency means the concentration at half of the fitted maximal effect; % of control where 0% means no effect; nearly all actives have a fitted effect of over 65% in size
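Quantitative high-throughput format: AREc32 reporter cells, 1000 per well, received compound by pin transfer and were incubated 24 hr at 37 deg C, 5% CO2, before Steady-Glo luminescence detection.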
ATXN viability – Viability Counterscreen for Primary qHTS for Inhibitors of ATXN expression; AID 651635, 2014; Potency, µM (titrated, usually from 56.7 µM), hits mostly cytotoxic; S2 cells (HEK-293 line with an ATXN2-luciferase reporter) viability, CellTiter-Fluor protease fluorescence, 24 h; 400,000 compounds, 0.49% hits; further: potency means the concentration at half of the fitted maximal effect; nearly all actives have a fitted effect of over 40% in size
TGFb SMAD3 inh – qHTS for Inhibitors of TGF-b; HepG2 CAGA-GFP TGF-b/SMAD3 reporter, GFP fluorescence, 18 h; TGF-beta stimulated, 500 pg/mL final; 410,000 compounds, 1.2% hits; Potency, µM (highest dose often 46.1 µM), for the others: at the top dose activity, negative = inhibition, usual class: inhibitors; further: potency means the concentration at half of the fitted maximal effect; on the % scale 0 is the no-effect control and ±100 the full control effect; nearly all actives have a fitted effect of over 65% in size
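Using HEPG2 CAGA-GFP reporter cells at 1000 cells/well, we pinned test compounds, stimulated with recombinant TGF-beta (500 pg/mL final) and measured total well GFP after 18 h.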
EPAC2 agonist – qHTS for Agonist of cAMP-regulated guanine nucleotide exchange factor 4 (EPAC2): primary screen; Rap guanine nucleotide exchange factor 4 (Homo sapiens), Q8WZA2; Potency, µM (top dose mostly 154 µM), for the others: top-dose activation, hits mostly activators; EPAC2 activation, biochemical qHTS; response scale: 100% = 6.5 mM cAMP response; 360,000 compounds, 0.079% hits; AID 720711, 2013; further: potency means the concentration at half of the fitted maximal effect; nearly all actives have a fitted effect of over 50% in size
Target sequence (Q8WZA2 whole entry, looked up): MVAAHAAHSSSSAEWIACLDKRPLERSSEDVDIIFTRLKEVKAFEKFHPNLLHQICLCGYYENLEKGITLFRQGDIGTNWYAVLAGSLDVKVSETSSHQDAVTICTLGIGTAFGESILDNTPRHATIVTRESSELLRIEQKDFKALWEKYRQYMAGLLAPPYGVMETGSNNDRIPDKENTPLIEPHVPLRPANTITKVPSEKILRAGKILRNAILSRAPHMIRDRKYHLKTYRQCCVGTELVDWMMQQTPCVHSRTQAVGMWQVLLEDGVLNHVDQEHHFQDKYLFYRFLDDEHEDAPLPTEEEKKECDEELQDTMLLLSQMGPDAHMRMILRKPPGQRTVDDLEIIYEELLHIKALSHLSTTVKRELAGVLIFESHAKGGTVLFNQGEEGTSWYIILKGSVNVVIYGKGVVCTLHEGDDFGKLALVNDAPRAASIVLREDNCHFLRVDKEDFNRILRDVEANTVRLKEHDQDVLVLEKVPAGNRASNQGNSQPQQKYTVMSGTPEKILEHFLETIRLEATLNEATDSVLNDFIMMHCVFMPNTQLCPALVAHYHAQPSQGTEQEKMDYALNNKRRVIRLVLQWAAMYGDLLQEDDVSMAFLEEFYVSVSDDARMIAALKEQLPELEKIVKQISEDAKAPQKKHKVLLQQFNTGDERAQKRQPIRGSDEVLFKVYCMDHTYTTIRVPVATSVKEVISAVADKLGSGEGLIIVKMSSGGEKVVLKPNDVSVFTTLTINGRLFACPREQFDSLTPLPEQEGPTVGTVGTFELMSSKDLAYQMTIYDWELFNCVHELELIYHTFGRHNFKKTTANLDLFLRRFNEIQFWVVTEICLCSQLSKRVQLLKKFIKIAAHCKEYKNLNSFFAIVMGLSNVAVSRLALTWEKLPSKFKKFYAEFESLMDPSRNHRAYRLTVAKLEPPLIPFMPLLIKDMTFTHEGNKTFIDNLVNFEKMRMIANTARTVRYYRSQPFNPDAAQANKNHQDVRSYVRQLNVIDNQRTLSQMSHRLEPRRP
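Readout is BODIPY fluorescence (480 nm excitation, 540 nm emission), which falls as labeled GDP is exchanged off Rap1B. EPAC2 at 100 nM acted on 250 nM RAP1B-BODIPY-GDP with 50 uM GDP present.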
HepG2 tox – qHTS for Inhibitors of TGF-b: Cytotox Counterscreen | HepG2 CAGA-GFP viability, ATP luminescence, 18 h | 410,000 compounds, 0.76% hits | Potency, µM (highest dose often 46.1 µM), inactives show at the highest dose activity change, negative = cytotoxicity, most hits filed as cytotoxic | AID 588856, 2011; further: potency means the concentration at half of the fitted maximal effect; some results filed as inactive show a strong effect at the top dose
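HepG2 CAGA-GFP cells (1000/well, DMEM with 1% FBS) received compound, then TGF-beta at 500 pg/mL final, and were incubated 18 hours at 37 degrees C. Viability was read by CellTiter-Glo luminescence. Media-only wells were set as complete cell-killing and DMSO as no toxicity.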
* = called active by the depositor; i = inactive; ? = inconclusive; . = not tested or not shown; & = joins results of further samples; [ ] = dose if it differs, or a comment. Unless noted, the call rests on the fitted dose curve; in most records, active means well fitted curve in the direction sought with a large enough effect; inconclusive means small, poorly fitted or top-dose-only effect, or another doubt; inactive means no such curve, though single readings can be large; an effect the other way counts as inactive or inconclusive.

SMILES	A549 tox	ATXN2 expr inh	Nrf2 inh	IL2 activator	Nrf2 ARE act	ATXN viability	TGFb SMAD3 inh	EPAC2 agonist	HepG2 tox
CN(CC(=O)Nc1ccccc1Cl)C(=O)C1CSC2(C)CCC(=O)N12 (centres undefined)	0%	3%	4%	0.7	-0.2%	i	5%	-1%	-1%
Cc1cc(N2CCN(c3ccccc3F)CC2)nc2cc(O)ccc12	-1%	39%[activator]	-3%	0.9	7.7%	i	11%	11%	-27%
CCOc1ccc(N(CC(=O)Nc2ccc(OC)cc2)C2=NC3CS(=O)(=O)CC3S2)cc1 (centres undefined)	-3%	-4%	4%	-1.2	-1.0%	i	8%	1%	2%
C=CCC(NCc1ccccc1)c1ccc(Cl)cc1 (centres undefined)	1%	-15%	-13%	0.4	3.7%	i	?	0%	-41%
O=C(CSc1nncs1)NC(=O)Nc1ccc2c(c1)OCCO2	2%	22%	?	-3.4	-0.3%	i	-2%	11%	3%
Cc1ccc(S(=O)(=O)c2cn(C)c3cc(N4CCOCC4)c(F)cc3c2=O)cc1	-3%	-5%	-10%	-1.4	-0.5%	i	-30%	-3%	1%
O=C(COc1coc(CN2CCc3ccccc32)cc1=O)Nc1cccc(F)c1	-4%	2%	5%	-3.5	0.1%	i	-5%	2%	1%
CCc1nc2c(OCc3ccc4c(c3)OCO4)cccn2c1N(C=O)Cc1ccc(OC)cc1	.	4%	.	-0.7	10%	i	-2%	2%	-28%
Cc1cc(NC(=O)CSc2nc3c([nH]c4ccccc43)c(=O)n2-c2cccc(Cl)c2)no1	-1%	-4%	.	.	3.2%	i	-6%	.	1%
O=S1(=O)CC(N2CCN(c3ccccn3)CC2)CN1Cc1ccccc1 (centres undefined)	.	6%	.	-0.5	1.7%	i	-7%	4%	-3%
CCOC(=O)C(=O)Cc1nc(OCc2ccccc2)cc(OCc2ccccc2)n1	3%	5%	-10%	-0.4	0.6%	i	0%	23%	-18%
CC(C)NC(=O)N(C)C[C@@H]1OCc2cnnn2CCCC(=O)N([C@H](C)CO)C[C@H]1C	.	4%	.	-0.1	-0.5%	i	-9%	11%	-5%
Cc1ccc(C)c(C(=O)COC(=O)CCCC(=O)Nc2cc(C(F)(F)F)ccc2Cl)c1	-6%&-1%	-7%&-1%	-10%&-6%	-4.8	-0.2%&-1.0%	?	0%&9%	-8%	-71%&6%
CC(NC(=O)c1ccc(F)cc1)C(c1cccs1)N1CCN(C)CC1 (centres undefined)	5%	-15%	-1%	-2.3	-0.3%	i	7%	8%	2%
O=C(NCc1ccc2c(c1)OCO2)C1CCC(CNS(=O)(=O)c2ccccc2)CC1 (centres undefined)	-2%	-7%	-7%	-0.5	-0.7%	i	9%	4%	5%
CCOc1ccc(NC(=O)c2ccc3c(c2)S(=O)(=O)N=C2CCCCCN23)cc1	.	.	.	-1.6	1.9%	i	4%	-13%	-8%
CCCCN(C(=O)CSc1c(C)c(C)cc(C)c1C)c1c(N)n(CCC)c(=O)[nH]c1=O	-19%	-14%	?	0.0	0.0%	?	5%	-4%	0%
COc1ccc(NC(=O)c2ccc(NC(=O)CCS(=O)(=O)c3cccs3)cc2)cc1OC	-2%	3%	-21%	.	5.5%	i	0%	.	-4%
COCCCN1C(=O)C(CC(=O)NCCc2ccccn2)CC(C(=O)N2CCOCC2)=C1C (centres undefined)	.	-7%	.	-1.6	-0.4%	i	-3%	9%	-5%
COc1ccc(/C=N/NC(=O)c2cccs2)c2ccccc12	-9%	51%[activator]	?	-4.5	?	i	5%	15%	0%
CCN(CC(=O)Nc1cc(Cl)ccc1C)C(=O)c1nc2nc(C)cc(C)n2n1	1%	20%	15%	0.3	-0.5%	i	7%	2%	-3%
CCOC(=O)CC(NC(=O)c1ccco1)c1ccc(OC)cc1 (centres undefined)	-11%	-9%	1%	-2.9	0.3%	i	-1%	7%	-16%
COC(=O)c1c(NC(=O)c2c(OC)cccc2OC)sc2c1C(C(=O)OC)CC2 (centres undefined)	?	-19%	13µM*	-2.5	4.4%	i	-12%	9%	-17%
COc1cc(/C=C/C(=O)OCC(=O)Nc2ccc(Cl)cn2)ccc1O	-2%	.	2%	-0.3	4.8%	.	-18%	3%	-21%
C[C@@H]1CN(C2CCN(Cc3nc(CC4CC4)no3)CC2)C[C@H](C)O1	2%	-10%	2%	0.4	-2.3%	i	1%	5%	4%
CCN(C(=O)CSc1nnc(-c2cc3occc3n2C)n1-c1ccccc1C)c1cccc(C)c1	3%	.	17%	.	-1.2%	.	17%	.	2%
COc1cc(NC(=O)COc2cc(C)cc3oc(=O)cc(C)c23)cc(OC)c1OC	.	.	.	1.9	3.0%	i	-2%	-2%	-1%
CC1(C(=O)NS(=O)(=O)c2ccc(C#N)cc2)CCN1C(=O)CC1CCCCC1 (centres undefined)	.	13%	.	-0.2	-1.1%	i	-11%	-8%	15%
O=C(NC1CCCCCC1)C1CCCN(S(=O)(=O)c2cnc[nH]2)C1 (centres undefined)	4%	-1%	12%	-1.4	-0.5%	i	-1%	-3%	0%
CC1CCN(c2ccc3nnc(CCC(=O)Nc4cc(F)ccc4F)n3n2)CC1	2%	8%	-7%	-2.7	-0.4%	i	6%	-3%	6%
O=C(c1cc(-c2ccc(Br)cc2)on1)N1CCc2ccccc2C1	-2%	28%	-2%	4.2	-0.5%	i	6%	10%	6%
N=c1sccn1CC(=O)Nc1cc(Cl)ccc1Oc1ccccc1	3%	?	-3%	-2.3	0.1%	?	?	-6%	-39%
Cc1cc(C)n2nc(SCC3COc4ccccc4O3)nc2n1 (centres undefined)	7%	34%	?	-3.1	1.6%	i	-4%	6%	-26%
O=C(NNC(=O)C12CC3CC(CC(Br)(C3)C1)C2)c1ccccc1F	0%	8%	-9%	-1.6	-0.9%	i	-17%	2%	5%
CCOC(=O)c1[nH]c2ccc(C(=O)OC)cc2c1C(=O)OCC	-6%	-17%	15%	-0.7	3.8%	i	4%	1%	-1%
CCCCc1c(O)nc(SCC(=O)N2CCCCC2)[nH]c1=O	-1%	-10%	7%	0.1	-0.6%	i	-2%	2%	-15%
Cc1sc(NC(=O)C2CCCO2)c(C(N)=O)c1C (centres undefined)	0%	3%	5%	0.9	-0.6%	?	-6%	3%	-21%
Cc1ccc(S(=O)(=O)Nc2c(C(=O)O)[nH]c3ccccc23)c(C)c1	1%	2%	7%	-1.1	4.0%	i	-2%	-10%	-1%
COc1cc(/C=C2/C(=N)N3C(=NC2=O)SN=C3S(C)(=O)=O)ccc1OS(=O)(=O)c1ccc(C)cc1	3%	2%	3%	2.6	0.2%	i	-4%	1%	-20%
Cc1cccc(NC(=O)CN2C(=O)CC(c3ccccc3)Sc3ccccc32)c1 (centres undefined)	-15%	4%	-68%	.	0.1%	i	36%	.	3%
COc1ccccc1OCC(=O)Nc1ccc(S(=O)(=O)Nc2onc(C)c2C)cc1	?	0%	-26%	-0.1	-0.2%	i	12%	1%	6%
Cc1cccc(C(=O)Oc2ccc(/C=N/NC(=O)c3cc(O)cc(O)c3)cc2)c1	-1%	-6%	2%	-0.8	3.8%	i	-3%	15%	-6%
C(=C\c1nc(N2CCCC2)c2ccccc2n1)/c1ccccc1	?	?	?	-3.8	?	?	?	2%	-47%
O=C(NC1CCCCCC1)c1ccc([N+](=O)[O-])s1	-4%	-4%	2.1µM*	-0.1	2.9%	i	?	3%	-3%
CCC1NC(=O)c2cc3ccccc3cc2-n2c1nc1ccc(OC)cc1c2=O (centres undefined)	.	0%	.	-0.1	-0.1%	i	-14%	-10%	-13%

Sorted by molar mass (highest first): some entries from above
SMILES	A549 tox	ATXN2 expr inh	Nrf2 inh	IL2 activator	Nrf2 ARE act	ATXN viability	TGFb SMAD3 inh	EPAC2 agonist	HepG2 tox
N=c1sccn1CC(=O)Nc1cc(Cl)ccc1Oc1ccccc1	3%	?	-3%	-2.3	0.1%	?	?	-6%	-39%
Cc1cc(N2CCN(c3ccccc3F)CC2)nc2cc(O)ccc12	-1%	39%[activator]	-3%	0.9	7.7%	i	11%	11%	-27%
CCOC(=O)c1[nH]c2ccc(C(=O)OC)cc2c1C(=O)OCC	-6%	-17%	15%	-0.7	3.8%	i	4%	1%	-1%

Later entries.
SMILES	A549 tox	ATXN2 expr inh	Nrf2 inh	IL2 activator	Nrf2 ARE act	ATXN viability	TGFb SMAD3 inh	EPAC2 agonist	HepG2 tox
COc1ccc(NS(=O)(=O)c2c(C(=O)N3CCCCCC3)c(C)n(C)c2C)cc1	9%	-11%	23%	-2.8	-0.6%	i	-8%	3%	-18%
O=C(Nc1cccc(NC(=O)C2C3CC4OC(=O)C2C4C3)c1)c1ccccc1 (centres undefined)	2%	-13%	-2%	-0.5	0.4%	i	-13%	-1%	-24%
COCCN1C(=O)C(O)=C(C(=O)c2ccco2)C1c1cccc(Oc2ccccc2)c1 (centres undefined)	-29%	-24%	?	-1.3	3.1%	i	-37%	-16%	-27%
N#Cc1cccc(Cn2cc(C(F)(F)F)ccc2=O)c1	-4%	-9%	3%	-2.5	-0.5%	.	3%	9%	-3%
CC(=O)c1cccc(NC(=O)c2cccc3c(-c4cccnc4)coc23)c1	.	?	.	-0.7	0.5%	?	6%	6%	-41%
O=C(COC(=O)c1sc2ccccc2c1Cl)Nc1ncc(Cl)cc1Cl	0%	3%	4%	-2.5	-0.2%	i	-14%	3%	-2%
COc1ccc2nc3sc(C(=O)N4CCN(c5ccccc5)CC4)cc3cc2c1	2%	-3%	2%	.	-0.9%	i	-19%	.	0%
